# Bioassay records as filed in PubChem.
# Rtt109 Vps75 – C. albicans Rtt109 histone acetyltransferase inhibition | 330,000 tested, 0.16% active | AID 540336 | purified Rtt109/Vps75, ThioGlo CoA-SH fluorescence, 4 h | Q5AAJ8 | inhibition, % at 34.9 µM;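 active means inhibition of at least 50% in every replicate; inconclusive means best replicate reaches 50% inhibition but some replicates fall short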
# cardiac RTF act – cardiac RTF calcium sensitization; P19429+P45379; IANBD-labeled TnC RTF fluorescence at EC20 calcium; 0% EC20 calcium, 100% full calcium; activation, % at 7.2 µM; 340,000 tested, 0.24% active; AID 493008;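 active means activation above the mean over all tested compounds plus 3 SD, cut at about 30% in these data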;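 further: rise in fluorescence read as greater calcium sensitivity of cardiac thin filaments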
# MITF TRPM1 HTS – MITF TRPM1 promoter activation in melanoma cells | activation, % at 12.5 µM | SK-MEL-5 TRPM1-promoter luciferase, 24 h; % of positive control, neutral wells = 0 | AID 588334 | 300,000 tested, 0.75% active;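 active means mean activation of at least 80% with every replicate also reaching 80%; inconclusive means mean reaches 80% but some replicate falls short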;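 further: 0% = neutral control wells and 100% = parthenolide positive control wells; values of inactives mirror those of a sister screen read the other way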
# CAL PDZ FP-1 – blocks peptide binding to the human CAL PDZ domain. purified CAL PDZ, TMR-peptide fluorescence polarization, 1 h. inhibition, % at 24.9 µM. 300,000 tested, 0.92% active. AID 602252;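 active means mean inhibition of at least 30% with at least half of replicates also reaching 30%; inconclusive means no clear call, values can overlap the other calls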;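 further: 0% = DMSO neutral control and 100% = excess unlabeled competitor peptide PRC23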
# Wnt bcat act – activates Wnt/beta-catenin signaling in a reporter cell assay; activator, plate reader; activation, % at 9.35 µM; 300,000 tested, 1.2% active; in the data active means activation above about 30%, passing the limit was not always enough; inconclusive means no clear call, values can overlap the other calls;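 further: 0% = neutral control wells and 100% = positive control wells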
# dFosB activator – enhances mouse delta FosB homodimer DNA binding | P13346 | purified delta FosB, TAMRA-CDK5 oligo fluorescence polarization; percent of positive-control signal above neutral wells | activation, % at 25 µM | 340,000 tested, 0.99% active | AID 493131;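 active means mean activation above about 17%, with every replicate also reaching it, limit read from the data, passing the limit was not always enough; inconclusive means only one of the two conditions met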;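 further: fluorescence polarization rise as delta FosB binds a TAMRA Cdk5 AP-1 oligo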
# Target sequence (P13346 whole entry, looked up): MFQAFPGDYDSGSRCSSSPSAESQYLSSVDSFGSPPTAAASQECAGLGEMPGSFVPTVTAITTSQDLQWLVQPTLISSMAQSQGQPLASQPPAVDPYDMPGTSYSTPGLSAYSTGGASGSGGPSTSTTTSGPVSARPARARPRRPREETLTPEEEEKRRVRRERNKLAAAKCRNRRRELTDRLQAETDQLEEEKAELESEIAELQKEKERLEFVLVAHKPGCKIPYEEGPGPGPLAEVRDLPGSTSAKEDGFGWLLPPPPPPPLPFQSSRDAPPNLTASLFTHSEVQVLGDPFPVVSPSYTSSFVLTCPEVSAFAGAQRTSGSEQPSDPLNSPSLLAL
# CDK5 inh – CDK5/p35 (human) kinase inhibition; 330,000 tested, 0.01% active; inhibition, % at 10 µM; AID 488839; Q00535+Q15078; Recombinant CDK5/p35, ADP-Glo luminescence, 60 min;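 active means highest replicate inhibition of at least 50% and at least 75% of replicates reaching 50%; inconclusive means only one of the two criteria met; inactive means both criteria failed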;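 further: plate controls were DMSO neutral control for no effect and GW8510 at 10 µM for full effect; many of its hits are not listed in these tables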
# Target sequence (Q00535 whole entry, looked up): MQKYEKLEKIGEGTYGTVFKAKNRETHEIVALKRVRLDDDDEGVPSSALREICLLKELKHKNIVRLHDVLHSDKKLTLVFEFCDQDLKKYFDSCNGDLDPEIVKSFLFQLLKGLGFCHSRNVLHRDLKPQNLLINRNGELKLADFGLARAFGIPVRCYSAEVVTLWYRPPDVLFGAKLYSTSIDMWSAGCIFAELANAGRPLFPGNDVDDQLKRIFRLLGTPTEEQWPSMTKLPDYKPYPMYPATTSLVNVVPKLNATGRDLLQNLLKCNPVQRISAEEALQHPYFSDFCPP
# Target sequence (Q15078 whole entry, looked up): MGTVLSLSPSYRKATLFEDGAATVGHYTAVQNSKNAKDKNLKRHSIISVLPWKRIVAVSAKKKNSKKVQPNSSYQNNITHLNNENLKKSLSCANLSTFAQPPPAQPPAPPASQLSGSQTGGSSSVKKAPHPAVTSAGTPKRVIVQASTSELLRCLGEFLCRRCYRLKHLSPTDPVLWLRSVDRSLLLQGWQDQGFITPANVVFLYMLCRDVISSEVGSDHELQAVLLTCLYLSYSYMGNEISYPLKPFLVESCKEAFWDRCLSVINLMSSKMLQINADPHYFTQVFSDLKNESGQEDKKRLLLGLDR
# CAL PDZ FP-2 – inhibitors of human CAL PDZ peptide binding | purified CAL PDZ, TMR-peptide fluorescence polarization, 1 h | AID 504414 | inhibition, % at 20 µM | Q9HD26 | 330,000 tested, 0.02% active;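 active means highest replicate inhibition of at least 40%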;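 further: plate controls were DMSO neutral control wells for no effect and unlabeled competitor peptide control wells for full effect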
#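 System: tagged CAL PDZ domain. Schedule: 1 h room-temperature incubation prior to read. Signal: fluorescence polarization (mP). Measure: percent inhibition from loss of millipolarization.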
# V-ATPase pH – alters yeast V-ATPase proton transport; S. cerevisiae, pHLuorin cytosolic pH fluorescence; response, % at 10 µM; 350,000 tested, 0.37% active; in the data active means response mostly above about 7.3%, no sharp cut-off; inactive means mostly below about 5.4%; further: actives read high; inactives centre near 0; some compounds called inactive have numbers as strong as hits; reference of the scale not given here
# Tat export inh – E. coli Tat transport inhibition. 340,000 tested, 0.036% active. E. coli MC4100 TorA-mCherry Tat export, fluorescence. inhibition, % at 10 µM;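 active means mean replicate inhibition at least 50% and at least half of replicates individually reaching 50%; inconclusive means only one of the two criteria met; inactive means neither criterion met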;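 further: exported cargo escapes ClpAP degradation while cytoplasmic cargo is degraded and loses fluorescence; 0% = median of neutral control wells and 100% = median of NaSCN control wells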
# * hit, by the source's call; u = inconclusive; x = not tested or not shown.
# Start of the listing, in advance (3 entries):
SMILES,Rtt109 Vps75,cardiac RTF act,MITF TRPM1 HTS,CAL PDZ FP-1,Wnt bcat act,dFosB activator,CDK5 inh,CAL PDZ FP-2,V-ATPase pH,Tat export inh
COc1cccc(CCC(=O)N2CCC(n3nccc3NC(=O)C3CCOC3)CC2)c1 (stereo unspecified),-5,-4,-2,-2,-1,-4,0.5,-0.6,0,9
Cc1csc(=Nc2ccccc2)n1C,x,-3,6,-4,-3,2,-0.6,-3.3,1,3
COc1ccc(-n2c(C)cc(/C=N/Nc3nnc(C)n3N)c2C)cc1,0,-1,-4,-4,x,-8,0.6,0.5,-1,-17

# Results, repeating the preview:
SMILES,Rtt109 Vps75,cardiac RTF act,MITF TRPM1 HTS,CAL PDZ FP-1,Wnt bcat act,dFosB activator,CDK5 inh,CAL PDZ FP-2,V-ATPase pH,Tat export inh
COc1cccc(CCC(=O)N2CCC(n3nccc3NC(=O)C3CCOC3)CC2)c1 (stereo unspecified),-5,-4,-2,-2,-1,-4,0.5,-0.6,0,9
Cc1csc(=Nc2ccccc2)n1C,x,-3,6,-4,-3,2,-0.6,-3.3,1,3
COc1ccc(-n2c(C)cc(/C=N/Nc3nnc(C)n3N)c2C)cc1,0,-1,-4,-4,x,-8,0.6,0.5,-1,-17
O=C1CCN(C(=S)NCCc2ccccc2)CC1,-13,-4,-6,0,-2,7,-0.2,0.0,3,-6
Clc1ccc(Nc2nc3ccccc3n3nnnc23)cc1,7,-2,-1,1,-4,2,-0.1,0.1,2,-8
CCCCCc1nnc(NC(=O)C2CCCO2)s1 (stereo unspecified),-2,4,58,x,13,-10,0.9,-1.7,2,-7
CC(=O)Nc1ccc(NS(=O)(=O)c2cc(Cl)sc2Cl)cc1,-1,-2,15,3,0,7,0.3,-1.2,-3,-7
COc1ccc(-c2ccc(=O)n(Cc3cc(=O)n4ccccc4n3)n2)cc1,6,-3,5,-2,x,-1,0.7,1.0,-3,-6
FC(F)(F)c1nc(Sc2ncccc2C(F)(F)F)n[nH]1,-24,4,8,x,u,6,0.0,0.0,-2,-6
CNC(=O)c1sc(-c2ccccn2)nc1C,-21,2,9,0,3,3,1.1,-0.4,-1,2
Cn1nc(CC(=O)Nc2ncc(Br)s2)c2ccccc2c1=O,-4,0,8,0,0,5,-1.9,-1.0,-4,16
CCC(C)c1ccccc1NC(=O)C(C)Sc1n[nH]c(N)n1 (stereo unspecified),-19,2,5,0,-2,-3,-1.3,0.1,-4,10

# One compound at a time (already shown). Order of values: Rtt109 Vps75, cardiac RTF act, MITF TRPM1 HTS, CAL PDZ FP-1, Wnt bcat act, dFosB activator, CDK5 inh, CAL PDZ FP-2, V-ATPase pH, Tat export inh
# Shown for Cc1csc(=Nc2ccccc2)n1C = x, -3, 6, -4, -3, 2, -0.6, -3.3, 1, 3
# Shown for COc1ccc(-n2c(C)cc(/C=N/Nc3nnc(C)n3N)c2C)cc1 = 0, -1, -4, -4, x, -8, 0.6, 0.5, -1, -17

# Remaining list, next part
SMILES,Rtt109 Vps75,cardiac RTF act,MITF TRPM1 HTS,CAL PDZ FP-1,Wnt bcat act,dFosB activator,CDK5 inh,CAL PDZ FP-2,V-ATPase pH,Tat export inh
O=S1(=O)CCC(NC2CCCC2)C1 (stereo unspecified),-2,2,-6,-3,1,-9,1.2,0.7,-2,3
Cc1ccc(OCC(=O)N2CC3(C)CC2CC(C)(C)C3)cc1 (stereo unspecified),11,5,-9,0,-5,-3,-1.3,-0.1,8,4
NC(=O)NOCc1ccccc1F,-5,x,1,5,-1,2,0.6,-1.2,3,3
CC(C)(C)CC(=O)Nc1cc(S(=O)(=O)N2CCOCC2)ccc1N1CCCC1,1,8,-10,-2,-1,5,0.0,-0.8,-2,-8
CCOc1ccc(Cl)cc1/C=N/NC(N)=O,0,8,x,x,1,-7,-0.1,0.1,-1,-5
CCCCn1c(-c2cccc(Br)c2)nc2cc3[nH]c(=O)c(C(C)C)nc3cc21,-3,-1,5,0,-10,-13,-0.9,-0.5,1,2
Cc1ccc2nc(Cl)c(/C=N/Nc3ccc(C(=O)O)cc3)cc2c1,-17,-2,65,x,43*,-30,0.7,-1.1,3,5
COc1ccc(Cl)cc1NC(=O)NCC1CCN(Cc2ccccc2F)CC1,-20,-8,-11,-3,-3,-6,-0.3,0.4,0,5
c1ccc(-c2oc3ncnc(NCCN4CCOCC4)c3c2-c2ccccc2)cc1,6,4,1,-6,0,-6,-2.8,-4.0,1,3
CC(Oc1ccc(Cl)cc1)/C(N)=N/O (stereo unspecified),18,-3,-13,1,4,-2,-3.1,-2.5,0,-2
COc1ccc(-n2c(C)nc3sc4c(c3c2=O)CCC4)cc1,-7,x,-5,4,1,-5,-6.9,-1.4,3,-4
Cc1ccc(NNC(=O)C(=O)N2CCCCC2)cc1,0,-2,-10,0,2,5,-1.0,-3.2,3,-3
Nc1nc2ccc(Cl)cc2[nH]1,-4,6,-3,-5,-6,-1,0.5,-0.2,-3,-3
COc1ccc(OCC(O)CN2CCOCC2)cc1 (stereo unspecified),-7,1,-2,x,-1,1,-1.4,1.0,-3,-5
CCOC(=O)c1c(C)[nH]c(C(=O)N(C)Cc2cccc(OC)c2OC)c1C,10,0,-1,x,-2,-7,1.1,0.1,4,u
CC(=O)c1ccc(S(=O)(=O)N2CCN(C(=O)CSc3ccc(F)cc3)CC2)cc1,4,-2,-4,-4,-1,-10,-1.0,-0.2,1,9
CSc1ccccc1OCc1cc(C(=O)NCCn2nc(C)cc2C)no1,32,-4,15,-5,1,-9,0.8,-3.1,6,6
COc1cccc(C(c2sc3nc(C)nn3c2O)N2CCc3ccccc3C2)c1 (stereo unspecified),-2,6,-2,x,-2,-5,0.8,-3.0,-1,0
CCN(CC)CCC(c1cc(OC)c(OC)c(OC)c1)c1c(OC)cc(OC)c2c(-c3ccccc3)cc(=O)oc12 (stereo unspecified),20,0,-47,-1,-2,-11,-0.7,-2.1,-1,4
O=C(O)CCc1nc2ccccc2n(CCc2ccccc2)c1=O,-4,3,-8,-3,0,5,0.8,x,5,-7
CCOc1ccc(CCNC(=O)CCn2ccc3cc(S(=O)(=O)N4CCCC4)ccc32)cc1,-3,3,-14,x,-2,-7,1.4,0.2,-1,9
Cc1ccc2c(C)nc(Nc3nc(CSc4nc5ccccc5s4)cc(=O)[nH]3)nc2c1,-1,2,-13,-2,-8,-10,2.1,-3.8,4,-5
CN1CCN(C2CCN(Cc3ccc(O)c4ncccc34)CC2)CC1,4,4,-2,0,-5,5,0.1,-1.0,-2,-5
CNC(=O)NC(=O)C(C)OC(=O)c1oc2ccccc2c1CSc1ccc(Cl)cc1 (stereo unspecified),16,-2,8,10,x,-2,0.5,-0.7,-6,-3
CCc1cccc(C)c1NC(=O)CN(C)C1=NS(=O)(=O)c2ccccc21,3,-7,x,0,-3,3,1.3,0.2,-4,2
Cn1c(CN2CCCC(C(=O)c3ccc4c(c3)OCO4)C2)nc2ccccc21 (stereo unspecified),-3,-7,9,1,-3,-9,1.3,-0.6,0,1
Cc1ccc2nc(SC(C(=O)c3ccccc3)c3ccccc3)nc(C)c2c1 (stereo unspecified),3,3,4,4,x,-1,0.0,-1.7,2,-7
Clc1ccc(-c2nnc(-c3ccccc3)o2)cn1,1,-1,x,-2,15,-4,1.1,0.8,-3,-3
COc1ccc(COc2ccccc2C(=O)Nc2ccccn2)cc1[N+](=O)[O-],3,6,-5,9,3,1,0.1,-0.8,-2,7
CCOc1cc(-c2c(C)c(C)nc(N)c2C#N)ccc1O,10,7,-8,-1,-1,3,0.6,-1.4,2,7
CS(=O)(=O)c1ccc(Cl)c(NC(=O)c2cc(=O)[nH]c3ccc(S(=O)(=O)N4CCOCC4)cc23)c1,2,0,1,-3,1,-5,-0.4,-1.9,-3,-11
O=c1cc(-c2ccccc2Cl)oc2c(NS(=O)(=O)c3ccccc3C(F)(F)F)ccc(O)c12,-1,7,-6,-8,-4,-10,0.4,-5.4,15,6
COc1cc(/C=C(\C#N)C(=O)Nc2ccc3ccccc3c2)c([N+](=O)[O-])cc1OC,2,-4,2,-4,7,-13,-7.7,-0.4,1,9
CC(C)(C)C(=O)Nc1sc2c(c1C#N)CCN(Cc1ccccc1)C2,4,12,x,1,-2,2,-0.8,-1.4,-1,2
COc1cccc(CNC(=O)CN(C)S(=O)(=O)c2ccc3c(c2)CC(C)N3C(C)=O)c1 (stereo unspecified),-9,1,0,18,-3,0,0.3,-2.4,6,-13
CCOc1ccc(NC(=O)c2sc3nc(N4CCOCC4)c4c(c3c2N)CCCC4)cc1,3,1,16,-3,-1,-14,1.5,-3.1,-3,-2
CN(C(=O)CCN1C(=O)c2ccccc2C1=O)C1CCCCC1,-2,8,4,-4,x,0,6.7,-0.6,-1,-9
N/C(=N\OC(=O)c1cc(-c2ccccc2)nc2ccccc12)c1cccnc1,14,-2,1,-3,-1,-18,0.3,-2.9,-1,-8
O=C(O)C1CCN(C(=O)OCc2ccccc2)CC1,2,3,x,1,x,7,0.0,-1.9,-1,-1
Cc1nc2c(C(=O)N3CCN(c4ccccn4)CC3)cnn2c(C)c1Cc1cccc(Cl)c1,3,-4,-2,x,x,-15,-0.3,-2.8,2,6
COc1cccc(C(=O)NCCCN2CCN(CCCNC(=O)c3cccc(OC)c3)CC2)c1,10,3,-2,-2,-6,7,0.4,-0.3,-3,-5
COc1cccc(C(=O)NCC(=O)NNc2ncnc(N)c2[N+](=O)[O-])c1,7,-4,-6,-7,1,-5,-0.2,-0.7,6,-3
NNC(=O)c1snnc1-c1ccccc1,1,12,0,-20,-1,-3,-0.8,-8.9,6,3
O=C(N/N=C/c1ccccn1)c1cc(-c2ccc(Br)s2)[nH]n1,8,-5,-10,-3,0,-4,-1.7,-2.9,-2,-4
Cn1c(=O)c(C(=O)COc2ccc(C#N)cc2)c(N)n(Cc2ccccc2)c1=O,-4,0,4,-2,-1,-8,-0.4,-3.4,-2,-2
O=C(CCc1ccccc1)Nc1cc(C(=O)O)cc(C(=O)O)c1,-9,0,-6,-6,-1,-2,0.2,-0.5,2,-4
Cc1ccc(S(=O)(=O)Nc2c(C)nn(C)c2C)cc1,-1,4,-1,-4,-3,-7,-0.2,0.3,-1,3

# Retrieved by structure from the list above:
SMILES,Rtt109 Vps75,cardiac RTF act,MITF TRPM1 HTS,CAL PDZ FP-1,Wnt bcat act,dFosB activator,CDK5 inh,CAL PDZ FP-2,V-ATPase pH,Tat export inh
O=C(O)C1CCN(C(=O)OCc2ccccc2)CC1,2,3,x,1,x,7,0.0,-1.9,-1,-1
COc1ccc(COc2ccccc2C(=O)Nc2ccccn2)cc1[N+](=O)[O-],3,6,-5,9,3,1,0.1,-0.8,-2,7

# This is a random part of the collection. About 4.1% of those tested had a hit in this group.
